# FID counter: compounds displacing fluorescent DNA intercalator, primary screen, artefact control for HCV NS3 helicase inhibitor project, biochemical, FID fluorescence; DNA fluorescent intercalator displacement; inhibition, % at 7.9 µM; actives 0.17% (n = 290,000); AID 1845, 2009; in the data active = inhibition above about 37%;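 note: 0% = vehicle and 100% = reference compound; higher means more ethidium bromide displaced from hairpin DNA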
# PfM18AAP inh: PfM18AAP inhibitors, malaria aminopeptidase, primary screen, biochemical, QFRET, recombinant enzyme. H-Glu-NHMec fluorogenic cleavage. actives 1.2% (n = 290,000). M18 aspartyl aminopeptidase (Plasmodium falciparum 3D7). inhibition, % at 7.35 µM;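 active = inhibition above the campaign mean inhibition over all tested compounds plus 3 SD, cut at about 28% in these data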;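 note: 0% = plate median of test compound wells and 100% = 2 mM ZnCl2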
# OXTR agonist: human OXTR agonists, primary screen, fluorescence, CHO-OTR cells, Fluo-8 calcium; Fluo-8 calcium fluorescence; normalized: DMSO 0%, oxytocin 100%; activation, % at 3 µM; actives 0.32% (n = 320,000); AID 2435, 2010;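 active = activation above the mean of all tested compounds plus 3 SD, cutoff set per screening run, cut at about 20% in these data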;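 note: peak over basal fluorescence ratio from a 100 s FLIPR kinetic read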
# Target sequence (P30559 whole entry, looked up): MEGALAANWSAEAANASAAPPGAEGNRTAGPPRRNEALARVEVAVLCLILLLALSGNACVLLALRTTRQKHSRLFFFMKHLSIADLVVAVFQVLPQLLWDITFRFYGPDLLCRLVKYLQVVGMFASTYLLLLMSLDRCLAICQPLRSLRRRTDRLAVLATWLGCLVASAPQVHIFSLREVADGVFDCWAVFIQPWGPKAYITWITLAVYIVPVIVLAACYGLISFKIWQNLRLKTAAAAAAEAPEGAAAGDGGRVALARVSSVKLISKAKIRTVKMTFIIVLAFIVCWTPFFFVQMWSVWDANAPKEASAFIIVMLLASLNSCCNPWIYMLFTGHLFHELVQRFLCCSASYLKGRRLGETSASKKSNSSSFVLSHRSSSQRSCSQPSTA
# GPR7 antagonist: GPR7 receptor antagonists, primary screen, cell-based, fluorescence, single concentration. GPR7-expressing cells, fluorescence antagonist assay. actives 1.1% (n = 290,000). inhibition, % at 4.4 µM. AID 1861, 2009; in the data active = inhibition above about 16%, passing the limit was not always enough;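 note: cells stimulated with the agonist NPW; 0% = agonist with vehicle and 100% = vehicle without agonist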
# Target sequence (P48145 whole entry, looked up): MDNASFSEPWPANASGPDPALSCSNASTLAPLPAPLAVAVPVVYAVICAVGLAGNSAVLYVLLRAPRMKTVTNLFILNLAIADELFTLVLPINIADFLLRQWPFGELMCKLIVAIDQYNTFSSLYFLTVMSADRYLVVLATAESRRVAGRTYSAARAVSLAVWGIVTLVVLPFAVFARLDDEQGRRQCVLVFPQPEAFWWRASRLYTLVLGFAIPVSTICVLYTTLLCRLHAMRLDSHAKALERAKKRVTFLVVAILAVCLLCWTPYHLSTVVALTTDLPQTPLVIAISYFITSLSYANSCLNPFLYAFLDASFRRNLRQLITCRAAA
# PHOSPHO1 inh: PubChem AID 1565 | Phosphoethanolamine/phosphocholine phosphatase (Homo sapiens), Q8TCT1 | recombinant PHOSPHO1, absorbance phosphatase assay | inhibition, % at 13.3 µM | actives 1.1% (n = 290,000); in the data active = inhibition above about 60%
# Target sequence (Q8TCT1 whole entry, looked up): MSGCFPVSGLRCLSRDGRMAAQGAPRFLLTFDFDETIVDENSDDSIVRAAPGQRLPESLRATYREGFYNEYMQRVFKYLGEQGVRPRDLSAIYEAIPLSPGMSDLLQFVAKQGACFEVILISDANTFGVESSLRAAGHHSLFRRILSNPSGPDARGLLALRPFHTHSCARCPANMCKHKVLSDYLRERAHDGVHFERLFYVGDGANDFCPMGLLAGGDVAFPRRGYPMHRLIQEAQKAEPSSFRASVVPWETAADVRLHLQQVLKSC
# NALP1 yeast inh: NALP1 inflammasome inhibitors in reconstituted yeast, colorimetric, S. cerevisiae, triplicate retest; S. cerevisiae NALP1/ASC/caspase-1 growth, X-gal OD620, 72 h; inhibition, % at 10 µM; actives 0.61% (n = 280,000); in the data active = inhibition mostly above about 24%, no sharp cut-off; inactive = mostly below about 32%; note: some compounds called inactive have numbers as strong as hits
# MEKK3 PB1 HTS: modulators of MEKK3-MEK5 PB1 binding, primary screen, biochemical, wildtype MEKK3, multiplex bead flow cytometry, Alexa488-MEK5; Mitogen-activated protein kinase kinase kinase 3 (Homo sapiens), Q99759; binding response (% of control), % at 10 µM; bead-based flow cytometry, Alexa488-MEK5 binding to MEKK3; actives lie on both sides; 0 = blocked by unlabeled MEK5, 100 = vehicle; actives 1.4% (n = 290,000);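 active = binding response more than 3 SD above or below the average of its plate-row segment, actives on both sides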;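 note: Alexa488 bead fluorescence after subtracting the streptavidin-only scavenger bead signal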
# MEKK2 WT-MEK5: modulators of MEK5 binding to wildtype MEKK2, primary screen, biochemical, multiplex bead flow cytometry, Alexa488-MEK5. Mitogen-activated protein kinase kinase kinase 2 (Homo sapiens), Q9Y2U5. Alexa488-MEK5 binding to MEKK2 WT; actives lie on both sides. binding response (% of control), % at 10 µM. actives 1.1% (n = 290,000). AID 1531, 2009; in the data active = binding response below about 67% or above about 130%
# MEKK2mut PB1 HTS: MEK5 binding signal on mutant MEKK2 PB1, primary screen, biochemical, multiplex bead flow cytometry, Alexa488-MEK5; Alexa488-MEK5 binding to MEKK2 mutant; percent response, % at 10 µM; actives 0.35% (n = 290,000); AID 1530, 2009; in the data active = percent response above about 24%, passing the limit was not always enough; note: inactives centre near 1; some results filed as inactive read as strong as hits; reference of the scale not given here
# * hit, by the source's call; i = inactive; . = not tested or not shown; [ ] = remark or other dose.
canonical_smiles	FID counter	PfM18AAP inh	OXTR agonist	GPR7 antagonist	PHOSPHO1 inh	NALP1 yeast inh	MEKK3 PB1 HTS	MEKK2 WT-MEK5	MEKK2mut PB1 HTS
O=C(CC1C(=O)N(c2ccccc2)C(=O)N1C1CCCCC1)Nc1ccccc1 (stereo not given)	5	-2	-1.0	13	-34	32	103	98	2
N#Cc1c(NC(=O)CN2C(=O)c3ccccc3C2=O)oc(-c2ccccc2)c1-c1ccccc1	-1	4	-1.1	-14	.	.	102	101	3
CCOc1cc(/C=N\Nc2nc(-c3ccc(C)cc3)c(NC(C)=O)s2)ccc1O	-5	12	-0.1	-16	22	.	100	100	4
CCNC(=S)N1CCNC(=O)C1CC(=O)OC (stereo not given)	6	0	1.7	-8	1	4	106	107	3
COC(=O)CCN1CCN(S(=O)(=O)c2cccc(Br)c2)CC1	2	2	-0.7	-5	42	-10	106	100	-4
CN(CC(=O)Nc1ccccc1C(F)(F)F)C(=O)COc1cccnc1[N+](=O)[O-]	0	-3	2.4	-6	-3	-4	107	106	0
CC[C@H](C)[C@@H](NC(=O)O[C@@H]1C(=O)c2cc(Br)ccc2O[C@H]1c1ccc2c(c1)OCO2)C(=O)OC	-14	4	.	-6	-16	20	78*[inhibitor]	95	-4
Brc1cccc(/C=N/Nc2nn[nH]n2)c1	0	19	1.4	-4	20	7	96	97	-3
C(=N\n1cnnc1)/C1CCCCC1	-1	4	0.0	-13	13	-11	97	99	-1
Cn1cc(S(=O)(=O)N2CCN(Cc3ccccc3)CC2)c(=O)n(C)c1=O	0	2	-0.4	-10	1	.	100	100	7
CCOc1ccc(Nc2nc(N3CCOCC3)nc(N3CCOCC3)n2)cc1	-37	5	-1.8	1	54	5	96	99	2
CCOC(=O)c1sc(NC(=O)CNCc2cccnc2)c(C(=O)OCC)c1C	2	-2	-0.9	20	17	7	77	72	-11
CN(C)c1ccc(C(=O)NCC2CCCO2)cc1 (stereo not given)	2	2	0.9	-8	-7	-1	98	108	4
CCC(C)(C)n1nnnc1C(c1cc2cccc(C)c2[nH]c1=O)N1CCN(C(=O)c2ccco2)CC1 (stereo not given)	-8	3	1.0	-10	41	23	102	103	2
C=CCNC(=O)CN1C2CCCC1CC(NC(=O)c1ccccc1C)C2 (stereo not given)	0	-21	0.3	-3	25	15	104	103	0
COc1ccc(CCNC(=O)Cc2ccc(OCc3ccccc3)c(OC)c2[N+](=O)[O-])cc1OCc1ccccc1	1	0	4.9	3	7	-24	.	.	.
Cn1c(=O)c([N+](=O)[O-])c(-n2cnc3ccccc32)c2ccccc21	1	-12	-0.8	-9	22	i	102	102	2
Cc1cc(C(C)(C)C)cc(C)c1COC(=O)c1cccnc1	-25	1	-1.2	-8	35	5	104	108	6
COc1ccc2c(CCNC(=O)/C=C/c3ccc(OC)c(OC)c3)c[nH]c2c1	-23	-6	0.2	-12	42	18	101	103	0
Cc1cc(N2CCN(c3ccccc3)CC2)n2cc(-c3ccccc3)nc2n1	-12	-1	-2.4	-2	29	9	100	93	2
O=C(Cc1ccc(-c2ccccc2)cc1)Nc1ccccn1	-15	-4	-0.3	10	30	-12	102	97	9
CC(=O)c1ccc(NC(=O)c2ccc(CSc3ccccc3)o2)cc1	-16	3	2.0	4	-5	29	98	106	13
CCNC(=S)N/N=C/c1sccc1C	-3	4	-0.6	4	27	-29	98	99	-2
CCOC(=O)c1c(C)[nH]c(C(=O)CC(=O)OC)c1C	1	4	-0.9	-7	32	-8	96	90	5
Cn1cc(Cl)c(C(=O)Nc2nccs2)n1	-5	3	0.2	-15	8	0	98	97	4
COc1cc(CCC(=O)Nc2sccc2C#N)cc(OC)c1OC	-18	-5	1.3	-2	14	17	101	102	6
CS(=O)(=O)c1ccc2nc(NC(=O)CN3C(=O)C4CC=CCC4C3=O)sc2c1 (stereo not given)	-5	6	1.7	-7	12	10	138*	115	5
COCCNC(=O)c1cc(-c2ccc3c(c2)OCO3)on1	-3	-9	-0.9	-7	69*	5	.	.	.
COc1ccc(C2NC(=O)c3ccccc3N2)cc1 (stereo not given)	-10	8	0.9	-17	.	4	107	111	14
CC1(C)Cc2c(sc3nnn(Cc4ccccc4)c(=O)c23)CO1	-12	-5	-2.8	-14	-12	15	96	93	4
COc1ccc(-n2c(SCC(=O)Nc3cc(C(=O)O)ccc3C)nc3ccccc3c2=O)cc1Cl	-32	-7	-1.9	0	38	-13	105	106	5
O=C(CCc1nc2ccccc2s1)OCC(=O)c1ccccc1	-20	3	-2.6	2	-17	38	96	102	7
CCN(CC)CCC(c1cc(OC)c(OC)c(OC)c1)c1c(OC)cc(OC)c2ccc(=O)oc12 (stereo not given)	.	.	0.4	.	13	6	90	109	5
CCOC(=O)COc1ccc(S(=O)(=O)NC2CC2)cc1	0	-1	0.1	-8	23	-3	105	107	3
C/C(=N\O)c1ccccc1C(=O)O	3	5	0.5	-13	7	6	100	100	6
CCOc1ccccc1NC(=O)CSc1nc(N)c(C#N)cc1C#N	-4	7	4.3	5	14	-19	99	98	3
CCOC(=O)c1cc2c(ccn2C)n1Cc1ccc(C#N)cc1	-12	1	-2.0	-7	18	4	98	86	-4
CCNC(=S)NNC(=O)c1cc(Br)cs1	-2	18	1.3	1	-11	4	89	93	-3
CCCCCCC(=O)Oc1ccc(N2C(=O)CCC2=O)cc1	-26	3	0.6	3	2	3	94	99	-14
CCn1c(CNC(=O)c2cccc(C)c2)nnc1SCC(=O)Nc1cccc(OC)c1	-34	-10	-0.9	-1	-17	-2	103	103	5
CCOC(=O)N1CCN(c2nc(-c3ccccc3)c3ccccc3n2)CC1	-37	2	-1.9	10	1	14	99	95	1
Cc1ccc(CNC(=O)c2ccc(Cl)cc2[N+](=O)[O-])cc1	2	5	-1.5	-8	12	-2	100	101	4
CCN(C(=O)CSc1nnc(-c2cccs2)o1)C1CCS(=O)(=O)C1 (stereo not given)	-1	-9	0.0	0	7	-10	95	90	-9
Cc1cccc(C)c1NC(=O)C/C(N)=N/O	-4	-8	-0.7	-10	-21	24	98	97	-10
CCCC[C@@H]1CN=C(N)N1CCCC	.	.	-0.9	.	.	.	89	96	-2
O=C(CN(CC1CCCO1)C(=O)CNS(=O)(=O)c1ccc(Cl)cc1)NC1CCCCC1 (stereo not given)	-45	-10	-0.2	-2	20	-7	98	98	1
CCCCN1C(=O)N(C)C2NC(=O)NC21 (stereo not given)	-3	-3	0.8	-11	5	17	97	97	2
COc1ccc(-c2cn(-c3ccccc3)nc2CO)cc1	-19	-2	6.0	4	-2	26	98	97	-4

# For reference, two of the compounds above.
canonical_smiles	FID counter	PfM18AAP inh	OXTR agonist	GPR7 antagonist	PHOSPHO1 inh	NALP1 yeast inh	MEKK3 PB1 HTS	MEKK2 WT-MEK5	MEKK2mut PB1 HTS
O=C(CC1C(=O)N(c2ccccc2)C(=O)N1C1CCCCC1)Nc1ccccc1 (stereo not given)	5	-2	-1.0	13	-34	32	103	98	2
N#Cc1c(NC(=O)CN2C(=O)c3ccccc3C2=O)oc(-c2ccccc2)c1-c1ccccc1	-1	4	-1.1	-14	.	.	102	101	3

# (list continues)
canonical_smiles	FID counter	PfM18AAP inh	OXTR agonist	GPR7 antagonist	PHOSPHO1 inh	NALP1 yeast inh	MEKK3 PB1 HTS	MEKK2 WT-MEK5	MEKK2mut PB1 HTS
Cc1ccccc1/C=C\c1nc(O)c([N+](=O)[O-])c(=O)[nH]1	0	10	-0.6	-1	51	2	103	109	5
C/C(=N\NC(=O)c1nnn(-c2nonc2N)c1C)c1ccc(OCc2ccccc2)cc1	-5	7	0.5	39*	13	21	98	95	3
CCN1CCN(CCNC(=O)CCCn2nc(C)c3c(C)n(-c4ccc(C)cc4)nc3c2=O)CC1	8	-10	-0.9	-5	21	-1	100	97	1
CCc1cccc(C)c1NC(=O)CCNC(=O)c1cccc(C)c1	-17	-5	1.9	-10	19	12	95	98	1
CN(C)/C=C1/C(=O)N(c2ccc([N+](=O)[O-])cc2)N=C1c1ccccc1	-12	5	-0.1	-9	0	17	91	95	-1
Cc1ccc(-c2nc(-c3ccncc3)no2)cc1	-22	-2	.	-9	.	23	99	101	1
O=S(=O)(NCC1CCCO1)c1ccc(Oc2ccccc2)cc1 (stereo not given)	-10	-6	6.7	-13	4	24	97	104	5
NC(=O)C[C@@H]1NC(=O)[C@H](CCC(=O)O)NC(=O)c2cc([N+](=O)[O-])cc(I)c2OCC[C@@H](C(N)=O)NC1=O	-6	6	0.4	3	-16	28	87	93	-3
O=C(O)CSc1c2c(nc3cc(C(=O)N4CCOCC4)ccc13)CCCC2	-23	3	1.0	-9	-108	-5	108	109	8
CCC1CN(C(=O)Nc2ccc(C)cc2)c2cc(C)ccc2O1 (stereo not given)	-11	-3	-2.6	-12	23	-14	102	100	-3
CC(=O)Nc1ccc(SCC(=O)c2cc(C)n(-c3ccccc3F)c2C)cc1	-29	6	3.9	0	-20	27	98	96	-2
C/C(=N\NC(=O)C1(C)CC1(Br)Br)c1cccc(NC(=O)c2ccc(C)o2)c1 (stereo not given)	-34	0	2.1	-3	22	10	108	108	7
Cc1cc(C(=O)CSc2nn3c(=O)c(C(C)(C)C)nnc3s2)c(C)n1C	-4	1	-1.3	-17	-58	12	102	100	-3
CCc1nc(C)cn1S(=O)(=O)c1cc(Br)c(C)cc1OC	-15	-3	3.5	-5	-18	.	80	87	-10
COC(=O)CSc1[nH]c(=O)cc(C)c1C#N	3	4	-0.5	-5	18	1	90	98	-5
CC(C)(C)NC(=O)NC(=O)COC(=O)CNC(=O)C1CCCCC1	-12	0	-0.3	-12	28	20	102	89	-12
CCOC(=O)c1cc(CC)sc1/N=C/C1C(=O)CC(C)(C)CC1=O	0	4	-2.7	-5	-2	21	120	112	3
O=C(NCc1ccncc1)C12CC3CC(CC(C3)C1)C2	-1	-12	0.1	1	4	16	104	103	0
COc1ccc2sc(/C=C/c3ccccc3O)[n+](C)c2c1	-6	24	.	6	32	-6	94	4.0*	19
Cc1cc(=O)oc(C)c1C(=O)N1CCN(Cc2ccc3c(c2)OCO3)CC1	-4	1	0.1	-6	5	-1	106	105	6
COc1ccccc1OCC(=O)NCc1ccco1	6	-1	-0.7	-2	9	5	102	102	8
Cc1cc(OC(C)C(=O)N2CCN(c3ccc(F)cc3)CC2)c2c(C)cc(=O)oc2c1 (stereo not given)	-9	-1	0.2	-15	48	10	101	104	2
O=C(CCn1ccc2cc(S(=O)(=O)N3CCCC3)ccc21)NCc1ccccc1	-43	-5	0.7	4	42	29	100	97	-3
O=C(Cc1ccccc1)NNC(=S)NC(=O)c1cccs1	-5	12	0.1	3	86*	-4	104	102	-1
Cc1cc(=O)cc(C)n1-c1ccc(F)cc1F	6	-17	0.8	-9	-48	3	96	95	-1
CN(C)C(=O)N(CCCN1CCOCC1)Cc1cccc2ccccc12	2	-3	0.1	4	-4	-8	100	101	-7
COc1ccc(/C=C2\CCc3ccccc3C2=O)c(OC)c1OC	-21	5	-1.8	2	0	3	97	92	-5
CCn1cc(/C=C(\NC(=O)c2ccc(OC)c(OC)c2)C(=O)N2CCN(C)CC2)c2ccccc21	24	0	0.3	-3	29	6	100	101	11

# Assay outcomes: PubChem, several laboratories
